# Assay outcomes from PubChem BioAssay.
# DNMT1 inh = human DNMT1 methyltransferase inhibitors, primary screen, biochemical, molecular beacon, fluorescence, HinP1I cleavage, uHTS; inhibition (reported as % activation of signal), % at 10 µM; actives 0.83% (n = 360,000); DNA (cytosine-5)-methyltransferase 1 (Homo sapiens), P26358; in the data active = inhibition above about 50%
# TbMetRS inhib = T. brucei MetRS inhibitors, primary screen, biochemical, luminescence; AID 624268, 2012; methionyl-tRNA synthetase (Trypanosoma brucei brucei); purified T. brucei MetRS, ATP depletion, Kinase-Glo luminescence; inhibition, % at 11.9 µM; actives 0.4% (n = 360,000);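 active = inhibition above a per-plate cutoff of the control wells' mean inhibition plus 3 SD, cut at about 5.5% in these data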;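 also: 0% = DMSO wells median and 100% = median of wells with control inhibitor compound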
#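 Assay system: T. brucei methionyl-tRNA synthetase, purified | Medium: HEPES buffer with MgCl2, KCl, DTT, spermine, BSA, pyrophosphatase | Compound: 11.9 µM single point | Incubation: 15 min enzyme-compound preincubation, 2 h reaction, 10 min detection, 25 °C | Measured by: Kinase-Glo luciferase luminescence reporting remaining unconsumed ATP | Measure: % inhibition normalized to control-well medians | Replication: Singlicate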
# LMPTP inh = LMPTP phosphatase inhibitors, primary screen, biochemical, fluorescence intensity, uHTS. Low molecular weight phosphotyrosine protein phosphatase (Homo sapiens), P24666. recombinant LMPTP-A, OMFP fluorogenic substrate. inhibition, % at 20 µM. actives 0.22% (n = 360,000). AID 651560, 2012;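 active = compounds that cut the enzyme signal by at least half of the control window in the single-dose screen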;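 also: plate controls were DMSO wells with enzyme plus substrate for no effect and substrate without enzyme for full effect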
#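 Test system: LMPTP-A, protein tyrosine phosphatase of low molecular weight; Input: 0.625 nM enzyme; Incubation: 50 min dark incubation at room temperature; Signal: endpoint fluorescence intensity from OMFP dephosphorylation; Read-out basis: % inhibition versus control wells.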
# MsrA inh = bovine MsrA enzyme inhibitors, primary screen, biochemical, absorbance, HTS | inhibition, % at 15.5 µM | actives 0.75% (n = 360,000) | purified bovine MsrA, absorbance read-out; in the data active = inhibition above about 4.5%;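 also: 0% = vehicle wells with enzyme and 100% = reference inhibitor wells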
# Scp-1 inhibitor = Scp-1 phosphatase inhibitors, primary screen, biochemical, colorimetric, uHTS. Recombinant Scp1, phosphopeptide, malachite green phosphate absorbance. inhibition, % at 20 µM. Carboxy-terminal domain RNA polymerase II polypeptide A small phosphatase 1 (Homo …. actives 0.88% (n = 340,000);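 active = inhibition above about 50% at 20 µM, limit read from the data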;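 also: plate controls were DMSO wells with enzyme for no effect and wells lacking enzyme for full effect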
# Target sequence (Q9GZU7 76-261 limits assumed): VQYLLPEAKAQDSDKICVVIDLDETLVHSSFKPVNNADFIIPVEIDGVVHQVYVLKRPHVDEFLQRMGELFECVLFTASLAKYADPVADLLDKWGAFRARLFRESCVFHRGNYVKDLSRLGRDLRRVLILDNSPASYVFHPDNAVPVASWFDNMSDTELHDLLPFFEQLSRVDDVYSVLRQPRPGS
#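 Material: truncated SCP-1 phosphatase (76-261aa) / Buffer or medium: 50 mM Tris acetate pH 5.5, 0.005% Tween-20, 10 mM MgCl2 / Compound dosing: one concentration, 20 µM, with 1.0% DMSO / Incubation: 45 min room-temperature reaction, 5 min colour, 30 min stabiliser / Detection: colorimetric free-phosphate detection, absorbance 630 nm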
# CendR NRP1 mod = modulators of CendR peptide binding to NRP-1, primary screen, biochemical, fluorescence polarization, uHTS | Neuropilin-1 (Homo sapiens), O14786 | FAM-RPARPAR peptide binding to NRP-1 | inhibition, % at 25 µM | actives 0.85% (n = 360,000);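 active = inhibition or corrected inhibition above about 18%, plus a signal ratio from 0.5 to 1.5, limit read from the data, passing the limit was not always enough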; also: strong numbers were not always called active
# Target sequence (O14786 whole entry, looked up): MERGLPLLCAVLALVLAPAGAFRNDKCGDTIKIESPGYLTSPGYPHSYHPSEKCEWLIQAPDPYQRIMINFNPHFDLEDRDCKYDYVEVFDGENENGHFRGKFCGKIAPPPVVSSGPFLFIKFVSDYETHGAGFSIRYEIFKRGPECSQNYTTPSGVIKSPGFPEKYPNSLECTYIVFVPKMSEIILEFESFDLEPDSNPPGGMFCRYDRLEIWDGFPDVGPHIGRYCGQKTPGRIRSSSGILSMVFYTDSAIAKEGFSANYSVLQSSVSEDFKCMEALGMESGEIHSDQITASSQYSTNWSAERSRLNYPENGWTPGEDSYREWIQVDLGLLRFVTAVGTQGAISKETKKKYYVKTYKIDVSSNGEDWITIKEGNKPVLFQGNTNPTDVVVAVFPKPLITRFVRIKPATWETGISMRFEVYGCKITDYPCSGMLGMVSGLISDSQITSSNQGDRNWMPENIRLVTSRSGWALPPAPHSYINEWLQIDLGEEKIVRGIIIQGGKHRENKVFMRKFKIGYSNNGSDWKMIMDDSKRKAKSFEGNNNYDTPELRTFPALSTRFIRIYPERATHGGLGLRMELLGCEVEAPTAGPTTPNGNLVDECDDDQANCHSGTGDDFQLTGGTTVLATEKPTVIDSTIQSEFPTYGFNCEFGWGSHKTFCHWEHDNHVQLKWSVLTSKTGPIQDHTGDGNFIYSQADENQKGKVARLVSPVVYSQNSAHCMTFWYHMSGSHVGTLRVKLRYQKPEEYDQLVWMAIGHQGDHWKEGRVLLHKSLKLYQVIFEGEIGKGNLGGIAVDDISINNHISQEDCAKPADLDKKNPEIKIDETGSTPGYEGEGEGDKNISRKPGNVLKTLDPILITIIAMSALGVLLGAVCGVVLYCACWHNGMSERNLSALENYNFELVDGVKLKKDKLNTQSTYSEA
# STEP block = STEP phosphatase inhibitors, primary screen, biochemical, fluorescence intensity, uHTS; recombinant STEP, OMFP fluorogenic substrate; AID 588621, 2011; Tyrosine-protein phosphatase non-receptor type 5 (Homo sapiens), P54829; actives 0.25% (n = 360,000); inhibition, % at 20 µM;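 active = inhibition at 20 µM, scaled per plate between control wells, above about 37%, limit read from the data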;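 also: 0% = DMSO with enzyme and substrate and 100% = substrate only without enzyme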
#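 Also added – OMFP at 25 µM · Test system – STEP tyrosine phosphatase · Technique – FITC-channel fluorescence of OMFP product · Schedule – 20 min at room temperature, dark · Evaluation – control-normalized % inhibition with plate pattern correction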
# MsrA act = bovine MsrA enzyme activators, primary screen, biochemical, absorbance, HTS; AID 602163, 2012; actives 0.3% (n = 360,000); purified bovine MsrA, absorbance read-out; activation, % at 10.6 µM; Methionine sulfoxide reductase A (Bos taurus); in the data active = activation above about 7.5%;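 also: 0% = vehicle and 100% = reference activator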
# E coli Lon inh = inhibitors of E. coli Lon protease, primary screen, biochemical, fluorescence polarization. P0A9M0. purified E. coli Lon protease. inhibition, % at 7.94 µM. actives 0.42% (n = 360,000); in the data active = inhibition above about 13%, passing the limit was not always enough;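 also: 0% = enzyme with probe and DMSO and 100% = no enzyme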
# SUMO1 PPI mod = modulators of SUMO1 protein-protein interactions, primary screen, biochemical, uHTS; Small ubiquitin-related modifier 1 (Homo sapiens), P63165; SUMO1 binding to a labelled peptide, TR-FRET, 1 h; inhibition, % at 20 µM; actives 0.33% (n = 360,000); AID 602429, 2012; in the data active = inhibition above about 37%
# Numbers without * were called inactive; . = not tested or not shown.
SMILES,DNMT1 inh,TbMetRS inhib,LMPTP inh,MsrA inh,Scp-1 inhibitor,CendR NRP1 mod,STEP block,MsrA act,E coli Lon inh,SUMO1 PPI mod
CC(C)(C)NC(=O)C[C@H]1C[C@H](C(=O)N2CCCCC2)[C@@]2(CCc3ccccc3)c3[nH]c4ccc(Cl)cc4c3CCN2C1=O,-8,-0.1,0.5,0.9,1,-10,2,-3,0,8
CCc1cc2c(N[C@@H](Cc3ccccc3)C(=O)O)ncnc2s1,-1,-0.5,-1.2,-1.0,-6,-3,0,-1,2,2
OCCN1CCN(C(=S)Nc2ccc(SC(F)F)cc2)CC1,2,0.0,-1.7,-0.5,-11,13,4,-3,-5,1
N#Cc1ccc(Oc2cccc3cccnc23)c([N+](=O)[O-])c1,3,-1.3,-1.2,-0.1,-3,-1,-3,-9,101*,-34
N=c1c(S(=O)(=O)c2ccc(Cl)cc2)cc2c(=O)n3ccccc3nc2n1CC1CCCO1 (stereo not drawn),-2,-0.3,0.5,.,27,-13,-2,-5,0,-26
Cc1nnc2sc(SCC(=O)Nc3ccc(Br)cc3)nn2c1=O,-4,2.4,-1.2,1.3,-5,9,-5,-1,-14,5
O=C(COC(=O)c1ccc(S(=O)(=O)N2CCCC2)cc1)Nc1ccc(Cl)cc1,48,0.5,-2.0,1.5,-5,10,2,0,-5,7
Cc1ccc(C2CC(=O)Oc3cc(C)cc(C)c32)cc1 (stereo not drawn),0,-0.5,2.3,-0.2,-4,-6,-2,3,-6,2
NC(=O)C1CC(=O)N(c2ccc(OCc3ccc([N+](=O)[O-])cc3)cc2)C1 (stereo not drawn),0,-0.7,-1.9,-0.6,0,-12,-1,-11,7,-25
O=C(c1ccoc1)N1CCCC(N2CCN(c3cccc(C(F)(F)F)c3)CC2)C1 (stereo not drawn),-1,-0.4,0.5,-0.4,1,-2,-2,-9,8,-4
CCn1nnnc1SCC(=O)c1ccc(C)cc1C,-3,-0.3,1.0,0.5,0,-11,0,-3,-3,2
O=C(NC(Cc1ccccc1)C(=O)N1CCN(c2ccc(F)cc2)CC1)c1ccccc1 (stereo not drawn),-5,-0.2,0.5,0.7,.,8,-2,-2,-10,20

# Random excerpt: three compounds from above.
SMILES,DNMT1 inh,TbMetRS inhib,LMPTP inh,MsrA inh,Scp-1 inhibitor,CendR NRP1 mod,STEP block,MsrA act,E coli Lon inh,SUMO1 PPI mod
N=c1c(S(=O)(=O)c2ccc(Cl)cc2)cc2c(=O)n3ccccc3nc2n1CC1CCCO1 (stereo not drawn),-2,-0.3,0.5,.,27,-13,-2,-5,0,-26
N#Cc1ccc(Oc2cccc3cccnc23)c([N+](=O)[O-])c1,3,-1.3,-1.2,-0.1,-3,-1,-3,-9,101*,-34
O=C(NC(Cc1ccccc1)C(=O)N1CCN(c2ccc(F)cc2)CC1)c1ccccc1 (stereo not drawn),-5,-0.2,0.5,0.7,.,8,-2,-2,-10,20

# The results go on.
SMILES,DNMT1 inh,TbMetRS inhib,LMPTP inh,MsrA inh,Scp-1 inhibitor,CendR NRP1 mod,STEP block,MsrA act,E coli Lon inh,SUMO1 PPI mod
COc1ccc(CCN2C(=O)CCC2(C)c2nnnn2-c2c(C)cccc2C)cc1OC (stereo not drawn),.,-1.0,-1.4,0.2,.,1,.,-1,3,4
COC(=O)C1C(OC)=CC(=O)C2CCCCC21 (stereo not drawn),-2,-0.2,0.0,0.7,-5,-2,1,-2,-12,-1
COc1ccnc(Oc2cccc(C(F)(F)F)c2)c1C(=O)N/C=N/OCc1ccccc1F,-8,-0.2,4.2,0.6,-9,22,1,-2,3,0
Cn1c(=O)[nH]c(=O)c2c1nc(N1CCCCCC1)n2CC(N)=O,-4,-0.1,-2.1,-0.3,-10,4,0,2,-2,0
COc1ccc(CC(=O)NCC(=O)N/N=C/c2ccco2)cc1,-6,5.5,-1.1,0.7,-8,8,-3,-9,3,-7
CCSc1nc2sccc2c(=O)n1-c1ccccc1,-5,-0.5,2.1,-0.8,-4,2,1,-2,-1,8
S=C(NCCC(c1ccccc1)c1ccccc1)Nc1ccccc1Cl,-1,-0.3,3.8,-0.3,-10,-2,0,-1,10,-3
COc1cccc(NC(=O)CN(C)C(=O)C2=COCCO2)c1,2,-0.5,-1.8,0.5,2,0,-3,-9,-6,-3
Cc1ccc(S(=O)(=O)N(C)CC(=O)O/N=C(\N)c2cccnc2)cc1,2,-0.9,-0.3,-0.5,4,1,-3,-12,-5,-4
c1ccc(CN=C2NN=C(c3ccccc3)CS2)cc1,-21,-0.5,0.1,-0.3,-1,0,2,-4,2,-1
CCN(CC)CCCN(Cc1cc2cc3c(cc2[nH]c1=O)OCCO3)C(=O)Nc1ccc(F)cc1,1,1.4,-1.9,1.9,-8,1,1,4,-2,-1
COc1cccc(/C(=N/O)C2CC2c2ccc(Cl)cc2)c1 (stereo not drawn),1,-1.0,1.2,-1.1,-1,-5,0,-10,-6,1
Cn1c(=O)c2c(nc(CO)n2C)n(C)c1=O,2,-0.7,-0.3,-1.7,-1,3,0,-5,-5,1
Cc1cccc(Oc2ccccc2NC(=O)CSCC(=O)Nc2cc(C)on2)c1,-1,0.1,-6.1,0.1,-10,-2,-3,-1,9,0
Cn1nc2c3cc(F)ccc3n(Cc3ccc(F)cc3)cc-2c1=O,0,-1.2,-1.8,-0.3,9,5,-1,-6,5,16
Cc1cccc(C)c1N(CC(=O)NN=C1CCCCCC1)S(C)(=O)=O,2,0.1,-2.0,-0.7,-15,17,2,2,-2,-2
CCOC(=O)n1ccc(C(=O)Nc2ccccc2F)n1,6,-0.8,0.5,-0.7,-2,4,-2,-2,-4,-4
O=C(c1cccc(OCc2ccccc2)c1)N1CCOCC1,0,-0.2,-1.3,.,-11,-7,4,-5,-9,-2
CCC1CCCCN1C(=O)CCn1c(=O)oc2ccccc21 (stereo not drawn),7,0.2,-2.2,-0.5,-4,-1,1,2,-13,0
O=C(O[C@@H]1[C@H](Cc2ccccc2)NS(=O)(=O)[C@H]2C[C@@H]3C=C[C@]12O3)c1ccccc1Br,-4,-0.2,-0.5,2.2,-9,16,-2,-4,-23,3
C=CCNS(=O)(=O)c1cccc(C(C)=O)c1,9,-0.8,-1.0,-0.7,4,14,1,-11,10,0
C=CCn1c(SCC(=O)N2CCN(c3ccc(F)cc3)CC2)nnc1-c1cccs1,0,0.0,0.5,-0.3,-8,11,-2,-2,9,-2
N=c1c(S(=O)(=O)c2ccc(Cl)cc2)cc2c(=O)n3ccccc3nc2n1C1CCCC1,10,0.1,1.3,-0.5,7,-40,3,1,-6,3
Cc1ccc(NC(=O)CN(C)Cc2cccs2)cc1Cl,-1,-0.2,0.6,-1.1,-3,-4,1,0,3,-1
COc1ccc(C2CC(=O)C3=C(C2)Nc2ncnn2C3c2ccccc2C)cc1 (stereo not drawn),-1,-0.2,0.3,-0.1,-10,8,0,1,-3,2
CN(C)c1ccc(CNC(=O)C2CCC(CNc3c(N4CCCCC4)c(=O)c3=O)CC2)cc1 (stereo not drawn),2,0.3,-0.8,0.2,-16,5,14,-2,-10,2
CC(=O)Nc1ccc(N(CC(=O)NC2CCCCC2)C(=O)Cn2nnc(-c3ccccc3)n2)cc1,0,0.3,-0.9,0.2,-7,15,2,-2,-12,4
CCCCOC(=O)Oc1ccc2c(=O)c(Oc3cccc(C)c3)coc2c1,27,-0.6,1.4,0.5,-7,1,5,-4,-3,-5
COc1ccccc1-c1ccc2c(c1)C(C)(Cc1cccc(C#N)c1)C(=O)N2 (stereo not drawn),1,-0.1,0.4,0.2,.,4,-2,0,14,-1
CC(C)CCN(C(=O)c1csnn1)C(C(=O)NC1CCCCC1)c1ccc(F)cc1 (stereo not drawn),1,-1.0,0.3,-0.7,-5,2,1,-2,-5,1
CC(=O)c1cn(CCOc2cc(C)ccc2C)c2ccccc12,8,-1.4,0.3,-0.2,-5,7,-3,-12,-3,0
CCOC(=O)c1ccc(N2C(=O)C(CC(N)=O)N(NC(=O)c3cccc(F)c3)C2=S)cc1 (stereo not drawn),4,-1.0,-1.2,-0.4,-10,3,-1,-3,7,6
CCCCCc1cc(=O)oc2c(C(CCN3CCN(c4ccccc4)CC3)c3ccc(N(C)C)cc3)c(OC)cc(OC)c12 (stereo not drawn),-5,-0.1,9.5,1.5,12,15,6,0,-1,5
COc1cc(NC(=O)COc2cc(O)c3c(c2)OC(C)(C)CC3=O)cc(OC)c1,-7,-1.0,0.5,1.1,1,3,-1,-1,-5,0
Nc1nnc(C(c2ccccc2)c2ccccc2)s1,-1,0.0,-0.1,0.5,-4,2,0,-1,-10,1
O=C(COC(=O)/C=C/c1cccs1)Nc1nc(-c2ccccc2)cs1,1,0.1,1.7,0.1,-10,-1,0,-1,-1,-2
O=C(CSc1n[nH]c(-c2cccs2)n1)N1CCCC1,1,-0.8,0.4,1.3,2,12,-3,-13,-5,4
O=c1c(O)c(-c2ccccc2)oc2cc(O)cc(O)c12,4,-2.8,-1.0,1.9,-7,-13,-3,-12,-6,-15
CC(C)Nc1nnc(SCC(=O)Nc2ccc3c(c2)C(=O)c2ccccc2C3=O)s1,-7,0.4,2.8,-0.4,4,11,4,-3,-1,-8
COc1ccc(C)cc1NC(=O)CCNC(=O)Cn1cnc2ccccc2c1=O,0,-0.6,-0.2,0.2,4,1,1,1,-5,-5
CCOC(=O)c1ccc(NS(=O)(=O)c2ccc3c(c2)NC(=O)CCS3)cc1,-1,-0.1,1.0,0.2,3,-2,0,0,1,2
NC(=O)C(Cc1ccccc1)NS(=O)(=O)c1ccc(N2CCCC2=O)cc1 (stereo not drawn),3,-0.6,-2.1,0.7,4,11,-3,-8,-8,-3
CC(C)C(=O)Nc1cccc(C(=O)N2CCCCC2C)c1 (stereo not drawn),0,-0.2,-1.1,-0.2,-2,-12,1,-1,-10,-1
COc1ccc([C@H]2CC(=O)C=C(c3ccc(OC(F)(F)F)cc3)C2)cc1,1,-0.2,4.5,1.5,-5,0,2,1,-7,-6
Oc1cccc2ccc(/C=C/c3c(F)cccc3Cl)nc12,-5,0.3,2.3,0.9,-3,-7,-1,-3,1,-3

# Outcome played no part in choosing rows; any-hit rate near 4.3%.
